From PubChem BioAssay
AmpC no deterg = inhibitors of E. coli AmpC beta-lactamase without detergent | P00811 | AmpC nitrocefin hydrolysis, absorbance 480 nm, 0.0001% Triton | Potency, µM (doses to about 57.1 µM), for inactives: at the top dose activity change, negative = inhibition, actives largely listed as inhibitors | actives 0.52% (n = 330,000) | AID 485341;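 also: potency is read from the fitted curve at half-maximal effect; plate controls were no compound for no effect and no enzyme for full effect; nearly all actives have a fitted effect of over 20% in size; some results filed as inactive show a strong effect at the top dose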
Target sequence (P00811 whole entry, looked up): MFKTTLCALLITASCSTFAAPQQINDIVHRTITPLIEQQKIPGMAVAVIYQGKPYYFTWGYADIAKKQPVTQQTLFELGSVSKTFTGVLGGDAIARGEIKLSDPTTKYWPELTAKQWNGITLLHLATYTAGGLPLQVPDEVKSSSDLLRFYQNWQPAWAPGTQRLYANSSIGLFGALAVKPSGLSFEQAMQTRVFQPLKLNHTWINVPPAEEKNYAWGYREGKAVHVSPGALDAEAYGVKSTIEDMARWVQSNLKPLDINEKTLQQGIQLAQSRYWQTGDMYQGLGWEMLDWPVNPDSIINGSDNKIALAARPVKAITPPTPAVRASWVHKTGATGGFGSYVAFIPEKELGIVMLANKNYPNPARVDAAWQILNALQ
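AmpC (5.3 nM in the dispensed reagent) in 20 mM phosphate pH 7.0 with 0.01% (detergent screen) or 0.0001% Triton X-100 was preincubated with compounds for 15 min at room temperature. Nitrocefin was then added from an 800 uM solution, and hydrolysis was followed at 480 nm.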
AMA1-RON2 inh = disrupts binding of P. falciparum AMA1 to RON2; AlphaScreen AMA1-biotinylated RON2 peptide binding; Potency, µM (top dose mostly 58.2 µM), for inactives: at the highest dose activity change, negative = inhibition, usual class: inhibitors; actives 0.2% (n = 360,000); AID 720542;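 also: potency is read from the fitted curve at half-maximal effect; 0% = vehicle wells and -100% = peptide control; nearly all actives have a fitted effect of over 45% in size; some results filed as inactive show a strong effect at the top dose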
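AMA1 (3D7) with his tag at 25 nM final met compounds first, then biotinylated RON2 peptide at 25 nM; detection used donor plus acceptor beads, 10 µg/mL apiece, read by AlphaScreen after 30 min at room temperature.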
AmpC detergent = blocks E. coli AmpC beta-lactamase in detergent assay | P00811 | Potency, µM (doses to about 114 µM), without a hit: at the top dose activity change, negative = inhibition, most hits filed as inhibitors | actives 0.041% (n = 370,000) | AmpC hydrolysis of nitrocefin, absorbance 480 nm, 0.01% Triton;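 also: potency is read from the fitted curve at half-maximal effect; 0% = no-compound wells and -100% = no-enzyme wells; nearly all actives have a fitted effect of over 25% in size; some results filed as inactive show a strong effect at the top dose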
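AmpC (5.3 nM in the dispensed reagent) in 20 mM phosphate pH 7.0 with 0.01% (detergent screen) or 0.0001% Triton X-100 was preincubated with compounds for 15 min at room temperature. Nitrocefin was then added from an 800 uM solution, and hydrolysis was followed at 480 nm.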
LmPK inhibitor = blocks Leishmania mexicana pyruvate kinase activity. Q27686. purified LmPK, Kinase-Glo ATP luminescence, 1 h. Potency, µM (titrated, usually from 57.5 µM), inactives show top-dose activity change, negative = inhibition, most hits filed as inhibitors. actives 0.37% (n = 290,000). AID 1721; also: potency is read from the fitted curve at half-maximal effect
Target sequence (Q27686 whole entry, looked up): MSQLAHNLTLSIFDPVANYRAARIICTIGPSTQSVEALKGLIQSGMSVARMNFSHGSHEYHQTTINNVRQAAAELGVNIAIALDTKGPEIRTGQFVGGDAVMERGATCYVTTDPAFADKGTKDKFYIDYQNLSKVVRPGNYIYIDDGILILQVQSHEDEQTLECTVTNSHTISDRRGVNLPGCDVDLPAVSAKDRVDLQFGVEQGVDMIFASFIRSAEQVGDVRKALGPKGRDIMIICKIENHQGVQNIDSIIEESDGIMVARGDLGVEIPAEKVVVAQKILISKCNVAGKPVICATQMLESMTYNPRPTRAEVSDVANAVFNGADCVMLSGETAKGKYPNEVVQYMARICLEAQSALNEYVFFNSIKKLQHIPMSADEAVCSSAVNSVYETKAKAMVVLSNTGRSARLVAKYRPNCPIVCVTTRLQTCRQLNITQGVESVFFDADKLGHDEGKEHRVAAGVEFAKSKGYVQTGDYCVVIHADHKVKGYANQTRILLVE
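Pyruvate kinase activity monitored as ATP production (luciferase luminescence). Conditions: 0.1 nM enzyme, 0.5 mM PEP, 0.1 mM ADP, 1 h, RT; normalized against uninhibited and no-enzyme wells.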
HCV inh = inhibitors of hepatitis C virus infection; actives 3.4% (n = 340,000); Potency, µM (top dose mostly 41.8 µM), for inactives: at the highest dose activity change, negative = inhibition, most hits filed as inhibitors; Huh7.5.1 HCVcc-Cre infection, luciferase reporter, 44 h; also: potency is read from the fitted curve at half-maximal effect
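Reporter virus HCVcc-Cre (~0.5 moi) infects cells exposed to compound; seeding density 1,000 cells/well with 4 h settling beforehand. Luminescence, 15 sec read, taken 44 h post-infection following a 15 min RT substrate incubation.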
HCMV inh = inhibitors of human cytomegalovirus; HFF cells, HCMV-luciferase reporter, 72 h; hits give low values; actives 4.5% (n = 410,000); activity change, negative = inhibition, % at 57.5 µM; AID 1259415; in the data active = activity change below about -60%; inconclusive = no clear call, values can overlap the other calls; inactive = above about -39%
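Luciferase read-out from HCMV-luciferase-infected HFFs (MOI 1 PFU/cell) 72 h post infection at 37C; compounds added after 16 h cell attachment; activity normalized between buffer-only basal and Salinomycin (10uM) inhibitor controls.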
TbPYK inhibitor = blocks Trypanosoma brucei pyruvate kinase; Q57TT1; Potency, µM (series often up to 76.8 µM), for inactives: at the top dose activity, negative = inhibition, usual class: inhibitors; TbPYK enzyme, Kinase-Glo Plus ATP luminescence, 45 min; actives 0.12% (n = 410,000); also: potency is read from the fitted curve at half-maximal effect; nearly all actives have a fitted effect of over 50% in size
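Luminescent Kinase-Glo Plus end-point after 45 min room-temperature reaction of T. brucei pyruvate kinase started with 130 uM ADP (final). Buffer TEA 50 mM pH 7.2 with KCl, MgCl2, BSA, Tween-20; titration-based qHTS with fitted concentration-effect curves.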
* hit, by the source's call; ? = inconclusive; / = not tested or not shown; & = joins results of further samples; [ ] = another dose, or the depositor's remark. Unless noted, calls follow the shape of the dose curve; as a rule, active = well fitted curve in the direction sought with a large enough effect; inconclusive = small, poorly fitted or top-dose-only effect, or another doubt; inactive = no such curve, though single readings can be large; an effect the other way counts as inactive or inconclusive. Unless noted, % is scaled to controls: 0 for no effect and ±100 for the full control effect.

(1) N#CC1(Nc2cccc(Cl)c2)CCCC1
(2) Cc1c([N+](=O)[O-])c(C/C=N/O)nn1C
(3) COc1ccc(-n2nc(C(N)=O)c(O)cc2=O)cc1
(4) Cc1cccc(OC2(c3ccccc3)OC(=O)c3ccccc32)c1C (stereo not drawn)
(5) Cc1ccc(N(Cc2cc3cccc(C)c3[nH]c2=O)S(=O)(=O)c2ccccc2)c(C)c1
(6) c1cc2c(cc1[C@H]1OC[C@H]3[C@@H]1CO[C@H]3c1ccc3c(c1)OCO3)OCO2
(7) COc1cccc(/C=N/NC(=O)c2ccoc2C)c1
(8) Cn1c(N)c(C(=O)COc2ccc(Cl)cc2Cl)c(=O)n(C)c1=O
compound no.	1	2	3	4	5	6	7	8
AmpC no deterg	/	-13%	-12%	48%[activator]	-47%	-21%	-21%	-10%
AMA1-RON2 inh	3%	-12%	-4%	-5%	-13%	8%	10%	-4%
AmpC detergent	/	-10%	?	-1%	?	/	-8%	-3%
LmPK inhibitor	/	7%	9%	2%	9%	/	13µM*	4%
HCV inh	16%	2%	9%	/	?	?	4%	?
HCMV inh	19	-23	-18	-4	/	63	43	-21
TbPYK inhibitor	-3%	-22%	-3%	-1%	-17%	-2%	-10%	-3%

Rewritten with values under each structure: entries from further up
Values run as follows: AmpC no deterg | AMA1-RON2 inh | AmpC detergent | LmPK inhibitor | HCV inh | HCMV inh | TbPYK inhibitor
6) c1cc2c(cc1[C@H]1OC[C@H]3[C@@H]1CO[C@H]3c1ccc3c(c1)OCO3)OCO2
→ -21% | 8% | / | / | ? | 63 | -2%
7) COc1cccc(/C=N/NC(=O)c2ccoc2C)c1
→ -21% | 10% | -8% | 13µM* | 4% | 43 | -10%

Next section
(9) Cc1[nH]c(=O)[nH]c(=O)c1S(=O)(=O)N1CCCC(C(=O)NCc2ccccc2Cl)C1 (stereo not drawn)
(10) O=C(O)c1ccc(NC(=O)c2cn(-c3ccccc3)nc2-c2ccc(Cl)cc2)cc1
(11) Cc1c(NC(=O)C(C)N2C(=O)C3C4C=CC(C4)C3C2=O)c(=O)n(-c2ccccc2)n1C (stereo not drawn)
(12) COc1ccc(CNC(=O)c2c(O)c3cccc4c3n(c2=O)CCC4)cc1
(13) CC1CCC(NC(=O)CCCCn2c(=O)[nH]c3ccsc3c2=O)CC1 (stereo not drawn)
(14) COC(=O)c1c(C(=O)OC)c(-c2cccc(Cl)c2)n2c1CS(=O)C2 (stereo not drawn)
(15) COc1cc(C(=O)NNC(=O)COc2ccc(C)cc2)ccc1OCC(=O)N1CCOCC1
(16) COc1cccc(/C=C2\N=C(c3c(-c4ccccc4)noc3C)OC2=O)c1OC
compound no.	9	10	11	12	13	14	15	16
AmpC no deterg	-18%	-46%	-15%	-12%	2%	-21%	-12%	-18%
AMA1-RON2 inh	-9%	3%	-2%	10%	7%	29%	48%[activator]	-4%
AmpC detergent	-16%	4%	?	9%	-18%	?	?	5%
LmPK inhibitor	1%	-3%	2%	13%	-5%	-4%	/	0%
HCV inh	15%	?	6%	?	-27%	?	-6%	24%
HCMV inh	-3	46	-66*	10	-8	?	-34	11
TbPYK inhibitor	5%	4%	1%	7%	4%	5%	-5%	-11%

(17) O=C1Nc2ccccc2Nc2ncccc21
(18) NS(=O)(=O)c1ccc(CNC(=O)c2ccc(Cl)c([N+](=O)[O-])c2)cc1
(19) CN(C)c1ccccc1-c1cc(NC=O)c2ncc(-c3cccc(C(F)(F)F)c3)n2c1
(20) CC(C)C[C@H](NC(=O)CC[C@H]1O[C@@H](n2ccc(=O)[nH]c2=O)[C@H](O)[C@@H]1O)C(=O)O
(21) O=C(Cn1cnc2c(OCc3ccccc3)ncnc21)NCc1ccccn1
(22) CN(C=C1C(=O)CC(C)(C)CC1=O)CCN1CCNCC1
(23) COc1ccc(C(=O)Nc2ccccc2C(N)=O)cc1
(24) COC(OC)C(C)NC(=O)NC(=O)c1ccccc1Cl (stereo not drawn)
compound no.	17	18	19	20	21	22	23	24
AmpC no deterg	-11%	-17%	/	/	-6%	-12%	-7%	-7%
AMA1-RON2 inh	0%	-1%	42%[activator]	?	8%	88%[activator]	7%	-2%
AmpC detergent	3%	3%	/	/	/	0%	?	5%
LmPK inhibitor	7%	3%	/	/	/	4%	-25%	-4%
HCV inh	4%	7%	/	/	?	6%	9%	27%
HCMV inh	?	-33	-2	-3	0	22	127	4
TbPYK inhibitor	2%	-6%	-13%	5%	-7%	-18%	-7%	9%

(25) CN(C(=O)COC(=O)c1ccccc1SCC(=O)N1CCCC1)C1CCS(=O)(=O)C1 (stereo not drawn)
(26) COc1ccccc1-n1ncc2c(=O)[nH]c(SCC(=O)Nc3ccc(Cl)cc3)nc21
(27) O=C(CS(=O)CC(=O)Nc1cccnc1)Nc1ccc(F)cc1 (stereo not drawn)
(28) CC(NC(C)c1ccccc1Cl)C(=O)Nc1cccc(S(=O)(=O)N2CCCCC2)c1 (stereo not drawn)
(29) Cc1nnc(NC(=O)CN2CCN(Cc3c(Cl)cccc3Cl)CC2)s1
(30) CCOc1ccc(NC(=O)COC(=O)CC2CC3CCC2C3)cc1 (stereo not drawn)
(31) Cc1onc(-c2c(F)cccc2Cl)c1C(=O)N=C(N)N1CCCC1
(32) O=C(CSc1nnc(-c2ccccc2)o1)n1c2c(c3ccccc31)CCCC2
compound no.	25	26	27	28	29	30	31	32
AmpC no deterg	-12%	/	-10%	0%	-22%	-18%	4%	-20%
AMA1-RON2 inh	5%	/	9%	7%	53%[activator]	-7%	-14%	/
AmpC detergent	-2%	-2%	-11%	-1%	?	/	-7%	-6%
LmPK inhibitor	-1%	/	4%	/	7%	/	5%	2%
HCV inh	25%	/	0%	?	10%	20%	-18%	4%
HCMV inh	27	25	5	?	-8	90	-5	/
TbPYK inhibitor	-12%	2%	5%	-10%	1%	-2%	-23%	/

(33) CCOC(=O)c1cc(OCC)c2c(ccc3cc(OC)ccc32)n1
(34) COc1cc2c(cc1OC)C1CC(=O)C(CC(C)C)CN1CC2 (stereo not drawn)
(35) CCOC(=O)CSc1nc2c(sc3ccccc32)c(=O)n1CCO
(36) O=S(=O)(c1ccc(Oc2ccc(F)c(Cl)c2)nc1)N1CCOCC1
(37) Cc1ccc2nc(CCc3nc4ccc(C)cc4[nH]3)[nH]c2c1
(38) Cc1sc2nc(CN3CCC(C)CC3)nc(Cl)c2c1C
(39) CCOC(=O)C(=O)Nc1ccc2c(c1)OCO2
(40) O=C(C1CCN(S(=O)(=O)Cc2ccccc2)CC1)N1CCCc2ccccc21
compound no.	33	34	35	36	37	38	39	40
AmpC no deterg	/	12%	/	-22%	-19%	-14%	/	-1%
AMA1-RON2 inh	-6%	-4%	/	-2%	24%	/	-8%	34%[activator]
AmpC detergent	/	-7%	0%	-12%	-14%	-14%	3%	-13%
LmPK inhibitor	/	-4%	/	/	-3%	3%	-20%	2%
HCV inh	/	/	/	20%	?	?	10%	?
HCMV inh	0	-62*	-2	-34	-7	21	12	13
TbPYK inhibitor	-2%	3%&-2%	-4%	0%	0%	/	-22%	13%

(41) CC1(C)c2ccccc2-n2c1cc1oc(=O)cc(O)c1c2=O
(42) Nc1ncnc2c1ncn2[C@H]1CC[C@@H](CO)O1
(43) O=C(O)c1ccc(S(=O)(=O)N2CCN(c3ccccn3)CC2)cc1
(44) CC(C)c1ccc(CNC(=O)CSCC(=O)Nc2ccc3ccccc3c2)cc1
(45) O=C1C(c2ccncc2)=C(O)c2ccccc21
(46) C[C@H](NC(=O)CCn1nnc2ccccc2c1=O)C(=O)O
(47) Cc1ccc(C)c(NC(=O)c2cnn3ccccc23)c1
(48) CSCC(=O)NC1CCCc2c1cnn2-c1cc(F)cc(F)c1 (stereo not drawn)
compound no.	41	42	43	44	45	46	47	48
AmpC no deterg	-17%	-2%	-7%	-5%	?	-17%	-11%	2%
AMA1-RON2 inh	2%	-4%	0%	5%	-8%	-5%	-4%	-1%
AmpC detergent	-9%	8%	-13%	-6%	2%	3%	-7%	?
LmPK inhibitor	-1%	/	-11%	2%	?	1%	3%	-7%
HCV inh	-14%	16%	12%	-15%	0%	22%	9%	-26%
HCMV inh	-25	-29	42	-2	67	-1	45	18
TbPYK inhibitor	0%	2%&-4%	-3%	-4%	-5%	-2%	0%	-4%

(49) Cc1cc2c(c(/C=C/C(=O)c3ccccc3)c1)OC1(C=C2)Oc2ccccc2C(=O)N1C (stereo not drawn)
(50) Cc1nc(NC(=O)COC(=O)CCS(=O)(=O)c2ccccc2Cl)c(Cl)cc1Cl
(51) Cc1ccc(C(=O)N(Cc2sccc2C)C2CCS(=O)(=O)C2)cc1 (stereo not drawn)
(52) Cc1ccc(S(=O)(=O)N2CCCC(C(=O)Nc3cccnc3)C2)cc1 (stereo not drawn)
(53) CCn1c(COc2ccccc2C)nnc1SCC(=O)OC
(54) COc1ccc(C(CNC(=O)Cc2ccc3ccccc3c2)N(C)C)cc1 (stereo not drawn)
(55) O=C(CSc1ncn[nH]1)OCN1C(=O)c2ccccc2C1=O
compound no.	49	50	51	52	53	54	55
AmpC no deterg	-30%	2%	23%	0%	-7%	25%	-9%
AMA1-RON2 inh	-18%	-9%	-13%	-3%	3%	-3%	9%
AmpC detergent	-5%	?	5%&1%	-5%	4%	6%	-7%
LmPK inhibitor	3%	0%	-3%	11%	2%	0%	4%
HCV inh	13µM*	12%	-1%	-10%	9%	-13%	12%
HCMV inh	-13	21	-21&28	36	3	-22	-32
TbPYK inhibitor	3%	1%	7%&4%	/	4%	0%	-10%

An excerpt of these results, with bars between the fields.
entry | Molecule | AmpC no deterg | AMA1-RON2 inh | AmpC detergent | LmPK inhibitor | HCV inh | HCMV inh | TbPYK inhibitor
55 | O=C(CSc1ncn[nH]1)OCN1C(=O)c2ccccc2C1=O | -9% | 9% | -7% | 4% | 12% | -32 | -10%
51 | Cc1ccc(C(=O)N(Cc2sccc2C)C2CCS(=O)(=O)C2)cc1 (stereo not drawn) | 23% | -13% | 5%&1% | -3% | -1% | -21&28 | 7%&4%

Compounds were not picked by outcome; any-hit rate near 7.5%.
